# NCI-60 one-dose screen, 48 h, at 10 µM unless noted. Numbers give growth in % (100 = growth as untreated, 0 = no growth, -100 = all killed).
# HCT-116: HCT-116 colon cancer; 7.3% of 82,000 active; AID 1794798
# HCT-15: HCT-15 colon cancer. 5.2% of 82,000 active
# COLO 205: COLO 205 colon cancer; 7.3% of 79,000 active; AID 1794742
# HCC-2998: HCC-2998 colon cancer; 4.7% of 79,000 active
# HT29: HT29 colon cancer. 7.4% of 81,000 active
# A498: A498 renal cancer cells; 5.4% of 76,000 active; AID 1794774
# KM12: KM12 colon cancer cells; 5% of 82,000 active; AID 1794800
# SW-620: SW-620 colon cancer; AID 1794795; 5.2% of 82,000 active
# SNB-75: SNB-75 CNS cancer; 5% of 79,000 active; AID 1794750
# An asterisk follows results filed as active; x = no result given; & = joins results of further samples. How the source made its calls: active means growth percent below 10; inactive means the rest. Outcome played no part in choosing rows; about 12% have a hit in one of these screens.
# Fields: HCT-15, SNB-75, SW-620, HT29, HCC-2998, KM12, A498, COLO 205, HCT-116
- CC1(C)CC(=O)C2=C(C1)N(c1ccc(F)cc1F)C(N)=C(C#N)C2c1ccc(Br)o1 (configuration not stated)
    97.5, 83.5, 106.7, 98.1, 105.2, 101.0, x, 115.2, 102.5
- N#Cc1ccc(Nc2nc(N)n(C(=O)c3cccc(C(F)(F)F)c3)n2)cc1
    97.9, 94.4, 105.5, 98.0, 109.2, 105.4, 71.2, 114.7, 97.4
- O=C(/C=C\c1ccccc1)c1ccc(Cl)cc1
    70.8, 98.1, 84.8, 55.1, 87.5, 40.7, 90.4, 107.0, 21.7
- COC(=O)[C@]1(C)CCC[C@]2(C)[C@H]3C[C@H]4C(C(C)C)=C[C@]3(CC[C@H]21)[C@@H]1C(=O)/C(=C/c2cccc(OC)c2)C[C@H](O)[C@@H]14
    95.3, 79.0, 93.9, 92.4, 99.5, 96.0, 128.6, 105.3, 87.3
- CCc1c(C)c2cc3c(oc(=S)n3C/C=C\c3ccccc3)c(C)c2oc1=O
    100.8, 83.7, 99.7, 100.5, 106.4, 103.6, 101.4, 120.9, 101.1
- CCOC(=O)Nc1cccc2c1-c1ccc([N+](=O)[O-])cc1C2=O
    100.3, 88.2, 104.4, 103.7, 107.1, 102.0, x, 114.7, 81.6
- Cc1cc2nc3c4cc(Br)c(Br)c(Br)c4n(CCN(C)C)c3nc2cc1C
    100.4, x, 95.0, 104.2, 115.6, 102.4, x, 112.6, 93.7
- CC1=CSC2=NC(c3ccc(N)cc3)=CC(c3ccc(Cl)cc3)N12 (configuration not stated)
    86.4, x, 77.3, 83.6, 86.7, 83.9, 92.6, 121.5, 50.7
- Nc1nnc(-c2cncc(Br)c2)c(-c2c[nH]c3ccc(Br)cc23)n1
    37.1, 50.5, 28.1, 35.6, 74.7, 41.4, 92.7, 51.3, 22.9
- CC(C)CC(NC(=O)OCc1ccccc1)C(=O)NCC(=O)NCC(=O)OCc1ccccc1 (configuration not stated)
    94.7, 102.8, 100.4, 93.4, 102.2, 95.2, 106.1, 98.3, 100.1
- CN1C(=O)N(C)C2NN3C(c4ccccc4)=CSC3=NC21 (configuration not stated)
    110.0&98.1, 142.8&88.9, 112.0&94.0, 107.4&104.4, 119.2&108.2, 107.7&105.0, 133.4&99.4, 111.8&102.5, 107.8&94.4
- C/C(=C(/C)c1ccccc1)c1ccccc1
    95.2, x, 124.9, 92.5, 100.6, 101.2, 126.6, 107.6, 100.7
- Cn1cc(-c2cc(N)n3nc(-c4cn(C)c5ccc(F)cc45)cc3n2)c2cc(F)ccc21
    4.6*, 108.9, -36.6*, -72.8*, 1.2*, 6.6*, 72.6, 114.5, -92.8*
- COc1ccc(C(=O)CSc2nc(-c3cc(OC)ccc3OC)cc(-c3ccc(OC)cc3)c2C#N)cc1
    92.1, 90.1, 109.7, 92.2, 108.0, 92.1, x, 98.8, 94.0
- O=C(/C(=N/Nc1ccccc1)C(=S)Nc1ccccc1)c1ccccc1
    103.9, 119.4, 96.8, 84.0, 102.6, 106.0, 96.3, 110.7, 84.0
- C[C@H]1N=C(c2ccc(Br)cc2)Nc2nc3ccccn3c2C1=O
    97.1, 89.3, 97.0, 104.3, 111.6, 102.5, 87.6, 106.0, 90.2
- CCCCNc1nnc2n(Cc3ccccc3)c(=O)c3c4c(sc3n12)CCCC4
    30.5, 66.4, 23.3, 24.8, 65.0, 49.8, 45.4, 61.1, 27.2
- NC(=O)n1[nH]c(N)c(N=Nc2ccc(S(=O)(=O)N=C(N)N)cc2)c1=O
    105.9, 97.6, 100.9, 107.6, 110.2, 103.4, 98.8, 112.7, 104.4
- COc1ccc(OC)c(-c2cc(-c3cc(OC)c(OC)c(OC)c3)nc(N)c2C#N)c1
    100.3, 96.9, 103.8, 102.0, 107.0, 102.4, 69.5, 110.9, 103.9
- Cc1ccc(Cl)cc1NC(=O)c1sc2nc3c(cc2c1N)C(=O)CCC3
    45.9, 48.0, 36.5, 28.8, 74.9, 37.0, 51.2, 39.7, 68.0
- COc1cc(-c2cc(-c3cccs3)c(C#N)c(N3CCOCC3)n2)cc(OC)c1OC
    25.2, 69.2, 4.3*, 22.2, 86.4, 104.8, 66.4, 56.4, 51.7
- N#Cc1cccc(CN2CCc3ncn(Cc4ccc(Cl)cc4)c(=O)c3C2)c1
    13.5, 33.2, 33.2, 28.3, 13.9, 29.7, 4.8*, 11.7, 19.5
- CC(=O)Nc1ccc(Cl)cc1-c1ccccc1
    81.0, 70.2, 96.2, 99.0, 76.2, 69.1, 63.2, 92.4, 83.8
- Cc1oc(=O)oc1CN1CCN(c2cc3c(cc2F)c(=O)c(C(=O)O)c2n3C(C)C2)CC1 (configuration not stated)
    108.5, 116.3, 105.1, 107.4, 105.6, 103.5, 101.5, 108.8, 108.8
- O=C(O)CCC(=O)/C=C/c1cccc2ccccc12
    104.5, 90.0, 100.1, 102.3, 108.8, 103.3, 121.4, 119.5, 95.4
- N#Cc1c(-c2cccs2)cc(-c2cccnc2)[nH]c1=O
    102.4, 101.9, 101.0, 111.0, 113.5, 105.8, 141.3, 97.2, 103.8
- N#C/C(=C\c1c(-c2ccccc2)[nH]c2ccccc12)C(=O)N1CCCCC1
    88.4, 78.8, 96.3, 103.5, 107.8, 82.9, 85.5, 104.2, 81.6
- O=C(CNc1ccccc1)Nc1ccc(-c2nc3ccccc3s2)cc1
    70.4, 82.6, 106.4, 98.0, 116.0, 94.5, x, 111.2, 70.3
- CC(=O)N(/C=C\c1sc2ccccc2[n+]1C)c1ccccc1
    99.4, 100.5, 106.1, 101.7, 126.4, 85.5, 108.3, 92.5, 77.0
- CSc1nc(N)n2nc(C)cc2n1
    101.7&104.4, 90.2&85.6, 101.8&105.1, 99.3&110.1, 99.9&100.6, 99.7&100.6, 93.4&109.6, 107.9&119.1, 99.1&105.2
- CC(=O)N1C/C(=C/c2ccc(Cl)cc2)C(=O)/C(=C/c2ccc(Cl)cc2)C1
    -5.8*, 30.1, -62.4*, -62.2*, -85.1*, x, -5.6*, -48.8*, -66.4*
- CCOc1ncnc2c1ncn2[C@H]1CC2C(CO)C1C[C@@H]2Cl (some centres not stated)
    95.7, 83.1, 109.1, 96.5, 98.9, 101.0, 88.8, 119.3, 105.5
- Brc1c[n+](Cc2ccc3ccccc3c2)cn1Cc1ccc2ccccc2c1
    93.6, -30.8*, 37.7, 7.7*, -28.5*, -73.5*, -0.7*, -49.6*, 17.0
- CCN1CCN(CCNc2nccc(-c3c(-c4cccc(O)c4)nc4sccn34)n2)S1(=O)=O
    59.0&67.7, 50.2&62.6, 101.0&106.8, 50.4&45.3, 97.1&111.4, 68.9&52.4, 66.8&74.2, 28.1&24.5, 47.7&53.5
- COc1ccc(-c2nn(-c3ccc(S(C)(=O)=O)cc3)cc2/C=C/C(=O)c2ccc(NC(=O)CO[N+](=O)[O-])cc2)cc1
    74.2, 113.2, 110.3, 110.1, 103.9, 102.9, 107.1, 114.6, 99.5
- [O-][n+]1onc(Sc2ccccc2)c1-c1ccncc1
    102.5, 99.3, 100.4, 105.0, 106.4, 105.3, 105.4, 108.9, 105.3
- O=C(Oc1cccnc1)c1ccsc1Nc1ccnc(C(F)(F)F)c1
    45.9, 80.5, 21.0, 4.3*, 114.0, 41.0, 104.2, 101.3, 10.0*
- N#Cc1nc(-c2ccccc2)oc1N1CCN(CCc2ccncc2)CC1
    90.3, 94.8, 98.8, 87.1, 93.5, 98.8, 89.7, 87.2, 95.5
- Cc1cc(C)nc(C=O)c1
    104.4, x, 105.4, 100.1, 102.8, x, 122.8, 153.5, 107.3
- CC(N)C(=O)NO (configuration not stated)
    101.1, 96.9, 107.4, 100.0, 101.5, 112.9, 94.0, 100.4, 91.2
- COc1ccc(-c2ccc(SCC(=O)Nc3ccc(S(N)(=O)=O)cc3Br)nn2)cc1
    84.5, x, 91.3, 95.7, 99.3, 88.7, 89.8, 114.9, 79.4
- CC(=O)Oc1cccc2cccnc12
    88.6, 105.4, 88.4, 99.7, 105.6, 94.7, 80.4, 82.6, 90.0
- COc1cc(/C=N/NC(=O)COc2ccc(NC(=O)Nc3ccc(Cl)cc3)cc2)ccc1O
    102.6, 99.4, x, 116.7, 107.5, 102.9, 105.3, 121.0, 111.1
- CCS(=O)(=O)Oc1ccc(-c2ccc3sccc3c2)cc1
    86.2, 116.6, 99.0, 94.3, 106.7, 99.7, 104.5, 112.1, 91.1
- Oc1cc(O)c(N=Nc2ncn[nH]2)c(O)c1
    96.1, 108.1, 101.8, 98.0, 104.9, 89.8, 111.3, 99.6, 104.5

# Complete entries, looked up by structure. Order of values: HCT-15	SNB-75	SW-620	HT29	HCC-2998	KM12	A498	COLO 205	HCT-116
# Entry for CCOC(=O)Nc1cccc2c1-c1ccc([N+](=O)[O-])cc1C2=O : 100.3	88.2	104.4	103.7	107.1	102.0	x	114.7	81.6
# Entry for Oc1cc(O)c(N=Nc2ncn[nH]2)c(O)c1 : 96.1	108.1	101.8	98.0	104.9	89.8	111.3	99.6	104.5

# Returning to the listing, starting two compounds before the break.
# Fields: HCT-15, SNB-75, SW-620, HT29, HCC-2998, KM12, A498, COLO 205, HCT-116
- CCS(=O)(=O)Oc1ccc(-c2ccc3sccc3c2)cc1
    86.2, 116.6, 99.0, 94.3, 106.7, 99.7, 104.5, 112.1, 91.1
- Oc1cc(O)c(N=Nc2ncn[nH]2)c(O)c1
    96.1, 108.1, 101.8, 98.0, 104.9, 89.8, 111.3, 99.6, 104.5
- CCN(CC)CC(O)c1cnc(-c2ccccc2)nc1C (configuration not stated)
    107.7, 84.5, 98.4, 100.5, 103.2, 107.1, 101.5, 100.3, 107.2
- O=C1CSC(c2ccccc2Br)N1n1cnnc1 (configuration not stated)
    100.5, 97.9, 98.8, 105.1, 101.5, 102.3, 96.3, 110.6, 101.9
- CCOC(=O)CCCCN1C(=O)S/C(=C\c2ccc(F)cc2)C1=O
    102.7, 90.6, 100.4, 115.7, 118.7, 100.9, x, 126.7, 106.7
- CCN(CC)c1ccc(C=O)c(OCc2cn(CC(=O)Nc3ccc(F)cc3F)nn2)c1
    94.2, 105.1, 109.5, 122.4, 115.4, 101.1, 113.5, 118.8, 104.7
- O=C(Nc1ccccc1)Nc1cccc(Oc2nnc(Cl)c3ccccc23)c1
    36.4, -42.0*, 73.4, 23.8, 52.8, 43.6, 49.2, 35.2, 10.6
- Fc1cccc(COc2cccnc2NC(=S)Nc2cccc(Cl)c2)c1
    84.4, 87.6, 96.7, 95.6, 106.3, 98.0, 85.7, x, 73.2
- C[C@]12C=CC(=O)NC1CCC1C2CC[C@@]2(C)C1CC[C@@H]2C(=O)Nc1cc(C(F)(F)F)ccc1C(F)(F)F (some centres not stated)
    83.3, 81.3, 106.5, 67.2, 91.7, 89.9, 93.8, 85.4, 84.7
- ClC1CCCCC12OCCO2 (configuration not stated)
    98.8, 84.2, 99.9, 106.0, 101.0, 96.5, 101.5, 105.0, 102.9
- CC(C)=CCCC(C)C1=C(O)C(=O)C(C)=CC1=O (configuration not stated)
    1.7*, 113.4, -49.5*, 83.6, 100.2, 86.8, 92.9, 50.3, -85.2*
- O=C(/C(=C/c1ccc([N+](=O)[O-])cc1)SCc1ccc(F)cc1)c1ccc(Cl)cc1
    5.4*, 83.3, 1.4*, 8.6*, 84.3, 19.5, 70.9, 64.0, 0.1*
- CCOC(=O)c1cnn2c1N(C)C(c1ccccc1)C2 (configuration not stated)
    96.3, 114.6, 97.7, 90.7, 105.3, 86.6, 77.1, 114.2, 86.1
- Cn1c(O)c(C=Nc2ccccc2C(=O)O)c(=O)n(C)c1=O
    96.7, 85.1, 110.5, 101.9, 90.3, 117.5, 118.5, 118.4, 94.7
- COc1cc(-c2nc(C(=O)NCCC(=O)NO)nn2-c2ccc(Cl)cc2)cc(OC)c1OC
    100.3, 102.2, 102.4, 106.1, 103.7, 105.3, 116.2, 108.8, 104.6
- C[N+]1(Cc2ccc(C(N)=O)cc2)CCC(CCC2CC[N+](C)(Cc3ccc(C(N)=O)cc3)CC2)CC1 (configuration not stated)
    101.2, 111.1, 105.6, 80.5, 112.1, 103.7, 86.8, x, 102.0
- O=C1Nc2ccc([N+](=O)[O-])cc2C1=Nc1ccc(O)cc1
    87.3, 88.1, 92.2, 109.6, 106.3, 98.6, 99.4, 107.2, 93.6
- COc1cccc(/C=C/[C@H]2O[C@@H](C)[C@H](O)[C@@H]2O)c1
    107.9, 72.2, 107.6, 99.8, 106.7, x, 102.3, 121.4, 101.3
- Cc1nc2ncc(C(=O)NO)c(=O)n2[nH]1
    109.6, 95.4, 104.2, 91.3, 107.2, 99.7, 94.1, 78.0, 93.2
- O=C1CC(c2ccc(Cl)cc2)c2snc(-c3cccc(F)c3)c2N1 (configuration not stated)
    71.0, 94.3, 90.0, 73.4, 87.2, 91.0, 86.9, 82.3, 66.6
- COc1cc(OC)c(N2C(=O)c3cccc4cccc(c34)C2=O)c(OC)c1
    104.1, 86.8, 109.6, 100.0, 98.9, 120.8, 140.3, 105.7, 96.7
- CSCCC(NC(=O)c1ccccc1)C(=O)N/N=C1\S/C(=C/c2ccccc2F)C(=O)N1C (configuration not stated)
    106.7, 49.7, 99.5, 106.4, 88.7, 103.8, 114.2, 100.7, 66.1
- CCCS(=O)(=O)Nc1ccc(C(=O)CC2(O)C(=O)Nc3ccccc32)cc1 (configuration not stated)
    99.8, 90.6, 100.5, 107.2, 106.5, 99.4, 95.2, 116.8, 105.1
- CCSc1nnc(-c2cnn3c2NC(c2ccccc2)C3)n1-c1ccccc1F (configuration not stated)
    89.5, 94.4, 91.2, 89.6, 99.6, 85.0, 74.8, 107.3, 91.6
- COc1cccc(Cc2cc(-c3ccccc3)nn(CC(=O)c3ccccc3)c2=O)c1
    20.2, 50.9, 55.1, 36.6, 84.7, 57.8, 52.1, 84.9, 68.9
- CCCCC(=O)N1CCCC(C)C1 (configuration not stated)
    94.1, 100.3, 99.7, 102.8, 97.2, 113.7, 122.1, 137.3, 99.9
- Cc1cc(=O)nc2sc(-c3ccc(Cl)cc3)nn12
    98.9, 84.6, 97.1, 109.7, 107.8, 98.2, 89.2, 101.6, 102.5

# Screening data: PubChem BioAssay, NCI
